# Dynein cargo inh: dynein cargo transport inhibition | 3617.4 mouse cells, GR-EGFP nuclear translocation imaging; test concentration mostly 20 µM; stimulated with dexamethasone, 1 µM; active compounds read low | z-score, hits read low | 220,000 compounds, 0.47% hits | AID 1381;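 active = plate z-score of nuclear minus cytoplasmic receptor signal below a set negative limit, without overly bright fluorescence or cell loss, cut at about -3.5 in these data, passing the limit was not always enough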;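 also: z-score of nuclear minus cytoplasmic ring GR-EGFP intensity difference per well; some compounds called inactive have numbers as strong as hits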
#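 Buffer or medium: Induction medium lacking tetracycline, stripped serum | Also added: Dexamethasone agonist, 1.0 µM final, for 30 min | Timing: 48 h induction, 1 h compound, 30 min dex at 37 °C | Detection: Formaldehyde fixation, Hoechst nuclear stain, 10x automated fluorescence imaging | Measure: Nuclear versus cytoplasmic GR-EGFP signal, averaged per well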
# Insulin prom up: MIN6 insulin promoter up-regulation. MIN6 insulin promoter-GFP reporter, high-content imaging; active compounds read high. z-score at 5 µM. 190,000 compounds, 0.3% hits. AID 1625;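 active = z-score above 3 at 5 µM with at least 500 cells counted in the well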
# bCat nuc transl: alters nuclear translocation of beta-catenin in HeLa cells; nuclear translocation activity, % at 5 µM; immunofluorescence imaging; 190,000 compounds, 0.3% hits;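 active = nuclear translocation activity above 50% at 5 µM, with a well cell count of 50 or more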;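 also: per-cell ratio of nuclear to cytoplasmic median beta-catenin stain intensity; plate controls were DMSO negative control for no effect and GSK-3 inhibitor IX positive control for full effect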
#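 Signal – beta-catenin immunofluorescence imaging with DAPI · Test system – human HeLa cell line · Dosing – 5 µM primary single dose, 0.1% DMSO, 0.02–20 µM confirmation series · Measure – % activation, nuclear-to-cytoplasmic median beta-catenin signal ratio per cell · Incubation – 24 h compound exposure at 37°C, 5% CO2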
# T cell modulator: T cell immune modulation candidate | 2C CD8+ T cell-vesicle binding, flow cytometry; active compounds read low | calls only at 7 µM | 330,000 compounds, 0.068% hits;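 active = response, share of CD8 T cells binding vesicles, and their 90th percentile fluorescence all below set limits, cut at about 80% in these data, passing the limit was not always enough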
#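 Read-out – percent CD8+ FL2 mean versus row control · System – murine 2C transgenic CD8+ T lymphocytes · Times – 1.5 h cell–vesicle binding at 37 °C, then 20 min icy labelling · Control set – naked vesicles low, QL9 vesicles with vehicle high · Detection – cytometric PE anti-B7-1 and Alexa647 anti-CD8 signals after 1% paraformaldehyde fixation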
# Autophagy HCS: alters autophagy in cells; MEF GFP-LC3 puncta imaging; test concentration mostly 10 µM; calls only at 10 µM (by protocol); 190,000 compounds, 0.98% hits; AID 463193;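 active = percentage of spot-positive cells more than 3 SD above its plate mean, without a fluorescence outlier flag or 80% toxicity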;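 also: spot-positive cell cutoff set from DMSO-treated cells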
# Lipid droplet: modulators of hepatic lipid droplet formation. AID 1656. AML12 mouse hepatocytes, oleate lipid droplets, BODIPY imaging. inhibition, % at 6.5 µM. 240,000 compounds, 0.4% hits;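 active = lipid droplet intensity inhibited by at least 50%, with more than 500 cells counted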
#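 Test system: AML12 hepatocytes (mouse); reagent: oleate loading, 100 µM; dosing: one dose, 6.5 µM compound; incubation: overnight exposure; signal: fluorescence imaging, 20x objective, two fields per well; read-out basis: % inhibition of corrected integrated BODIPY droplet signal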
# ER stress rescue: protection against thapsigargin-triggered cell killing – 384-well, CSM14.1, ATP luminescence, primary screen (AID 1222) | cellular ATP content (survival), % at 20 µM; hits with a dose series show EC50 in µM | 190,000 tested, under 10 active | CSM14.1 thapsigargin-induced death rescue, ATP luminescence; higher % means a stronger effect;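 active = EC50 below 50 µM in the dose-response confirmation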;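 also: death triggered by thapsigargin at about 15 µM added after 2 h compound pretreatment; cell ATP read after overnight thapsigargin exposure of roughly 18 to 22 hours; normalized against plate controls of thapsigargin alone and 5% DMSO vehicle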
# Salmonella PhoP GFP: inhibitors of PhoP regulon expression, primary screen, Salmonella Typhimurium, GFP reporter (AID 1863) | 300,000 compounds, 0.16% hits | inhibition, % at 50 µM, or IC50 in µM where a hit was titrated | S. Typhimurium PhoP-regulated promoter GFP reporter, 4 h; higher % means a stronger effect;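 active = inhibition over 29.93%, a cutoff 3 SD above the screen mean, later confirmed by dose response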;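 also: 0% = low Mg2+ inducing control and 100% = high Mg2+ repressing control; strong numbers were not always called active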
# MT stabilize HCS: stabilizes microtubules in HeLa cells; HeLa tubulin immunostaining HCS, 24 h; share of cells brighter than vehicle mean+2SD; % tubulin-high responders, % at 10 µM; 200,000 compounds, 0.83% hits; AID 2205;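 active = plate Z-score above 3 for both tubulin-high and condensed-nucleus cell shares, with cell loss under 80%, at 10 µM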;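 also: anti alpha tubulin signal scored within the nucleus-defined area of each cell; some results filed as inactive read as strong as hits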
# Dynein cargo inh cytoplasmic EGFP: second read-out of Dynein cargo inh, no call of its own (marks repeat the call); z-score; measured here: cytoplasmic GR-EGFP intensity; active compounds read high
# Dynein cargo inh nuclear GR-EGFP: recorded beside Dynein cargo inh, whose call it bears; z-score; measured here: nuclear GR-EGFP intensity;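 lower value marks the stronger effect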
# Dynein cargo inh cell count: second read-out of Dynein cargo inh, no call of its own (marks repeat the call); z-score; measured here: cell count per field
# Insulin prom up cell count: also measured in Insulin prom up; calls as there; cell count; measured here: cytotoxicity, nuclei count;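 total cells summed across four imaged fields per well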
# Lipid droplet cells 6.5 µM: also measured in Lipid droplet; calls as there; cell count; measured here: cell count, cytotoxicity flag;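 cells counted across two imaged fields per well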
# bCat nuc transl cell count 5 µM: second read-out of bCat nuc transl, no call of its own (marks repeat the call); cell count; measured here: cell count, cytotoxicity flag
# T cell modulator vesicle-bound %: second read-out of T cell modulator, no call of its own (marks repeat the call); double positive events, %; measured here: CD8+ vesicle-bound cell fraction;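 binding gate set so that unloaded-vesicle control wells show 10% double positive cells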
# MT stabilize HCS Hoechst-high %: also measured in MT stabilize HCS; calls as there; % Hoechst-high responders; measured here: nuclear condensation Hoechst responders;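 share of cells brighter than vehicle mean plus two SD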
# MT stabilize HCS cytotoxicity %: also measured in MT stabilize HCS; calls as there; toxicity, %; measured here: cytotoxicity by cell density;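 0% = mean cell density of plate MIN control wells and 100% = no cells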
# Autophagy HCS cell loss 18 h: recorded beside Autophagy HCS, whose call it bears; toxicity, %; measured here: cell loss, nuclei count;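 cell loss after 18 h compound exposure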
# The depositor's hits bear a star; i = inactive; / = not tested or not shown; & = joins results of further samples. This is a random part of the collection (roughly 3% active in at least one column).
SMILES,Dynein cargo inh,Dynein cargo inh cytoplasmic EGFP,Dynein cargo inh nuclear GR-EGFP,Dynein cargo inh cell count,Insulin prom up,Insulin prom up cell count,bCat nuc transl,bCat nuc transl cell count 5 µM,T cell modulator,T cell modulator vesicle-bound %,Autophagy HCS,Autophagy HCS cell loss 18 h,Lipid droplet,Lipid droplet cells 6.5 µM,ER stress rescue,Salmonella PhoP GFP,MT stabilize HCS,MT stabilize HCS Hoechst-high %,MT stabilize HCS cytotoxicity %
CCN1CCN(CCNC(=O)c2ccc(CS(=O)(=O)c3ccccc3C)o2)CC1,0.54,-0.22,0.51,0.66,0.37,1195,-0.3,382,i,37,i,10,9,766,-2.6%,5%,2.8,1.7,0.5
CCN(CC)S(=O)(=O)c1cccc(C(=O)Nc2nnc(C)s2)c1,3.1,-0.22,1,-0.67,1.4,1458,0.4,1576,i,31,i,26,1,542,-1.8%,2%,1.6,1.0,2.4
COc1ccccc1OCc1ccc(C(=O)NCC(C)C)o1,-0.038,-0.31,0.15,0.53,-0.33,1557,-1.5,1034,i,59,i,6,3,647,2.9%,-1%,1.7,1.5,4.8
COc1ccc(/C=N/N2CCN(c3ccncc3S(=O)(=O)N3CCCCC3)CC2)cc1,-0.26,-0.17,-0.031,1,0.02,696,0.0,1014,i,30,i,-2,10,756,1.1%,5%,2.0,1.2,6.3
CCCCOc1ccc(NC(=O)C2OC3OC(C)(C)OC3C3OC(C)(C)OC23)cc1 (stereo unspecified),-0.58,-0.24,-0.041,0.26,-0.96,1315,-0.6,1133,i,54,i,-17,3,706,-2.5%,-13%,1.1,2.0,8.7
Fc1ccc(-c2nnc3ccccn23)cc1,-0.36,-0.23,-0.28,0.56,0.46,1042,-2.3,957,/,/,i,-1,-11,680,-1.7%,-2%,3.1,2.5,7.1
O=C(/C(=N\Nc1ccc([N+](=O)[O-])cc1)Sc1nnnn1-c1ccccc1)c1ccccc1,-0.78,-0.22,-0.46,2.1,-0.14,1288,-1.5,938,i,4,i,14,-10,689,-3.4%,11%,3.4,1.4,0.1
CC(C)Oc1ccc(N2CC(C(=O)NC3=NCCS3)CC2=O)cc1 (stereo unspecified),1.3,0.0052,1.3,-0.31,-0.2,1367,-0.3,1043,i,32,i,5,-23,690,-1.2%,/,2.1,1.2,1.4
O=C(O)C1C2C=CC3(CN(C4CCCC4)C(=O)C13)O2 (stereo unspecified),0.12,-0.21,0.37,-0.11,-0.31,1567,-3.9,1084,i,51,/,/,-11,632,/,-3%,2.7,2.8,6.3
CC(=O)C1=C(C)Nc2cc(C(F)(F)F)ccc2S1,0.23,-0.2,0.082,0.36,0.01,1006,-4.1,1017,i,35,i,4,/,/,-0.7%,-5%,1.3,1.8,6.1
O=C(N/N=C/c1cccc([N+](=O)[O-])c1)C1CC(=O)N(c2ccc(Cl)cc2)C1 (stereo unspecified),1.4,-0.2,0.4,-1.7,0.23,1218,-2.0,844,i,38,i,13,/,/,-1.3%,-4%,5.1,1.9,5.5
Cc1ccc(Cn2nc(C)c(NC(=O)c3cc(-c4ccc5c(c4)OCO5)on3)c2C)cc1,2.7,0.086,1.9,-2.3,-1.6,590,-6.3,912,i,9,i,59,/,/,-0.7%,-28%,8.0,2.5,17
O=C(CCCn1c(=O)c2ccccc2n(CC(=O)NCc2ccco2)c1=O)NCc1ccco1,0.11,-0.075,0.45,-0.48,-0.52,1335,-0.2,1070,i,37,i,4,1,820,-0.4%,-5%,2.4,2.5,17
CN(C)S(=O)(=O)c1ccc(NC(=O)Cn2ccsc2=N)cc1,1.6,-0.1,2.3,0.25,0.68,1235,-1.8,1031,i,15,i,0,7,645,-2.1%,3%,0.3,2.6,19
Cn1c(=O)oc2cc(S(=O)(=O)NC3CCCc4ccccc43)ccc21 (stereo unspecified),-0.78,1.1,-0.067,-0.19,-0.08,871,/,/,i,21,i,6,/,/,-0.6%,-4%,6.8,2.3,1.5
O=C(CCCOc1ccccc1)Nc1ccncc1,-0.67,-0.19,-0.082,0.74,0.15,1276,/,/,i,59,i,-50,-9,750,-1.1%,-4%,4.5,3.1,8.8
Cc1c(NS(=O)(=O)c2ccc(N3CCN(C)CC3)c([N+](=O)[O-])c2)c(=O)n(-c2ccccc2)n1C,-0.31,-0.27,-0.16,0.77,-0.39,1595,6.9,841,i,58,i,9,0,649,0.3%,-2%,2.6,2.1,6.8
COc1cc(CCC(=O)NNC(=O)c2ccc(C)cc2)cc(OC)c1OC,1,-0.22,0.97,-0.62,-0.13,1171,-1.8,1102,i,33,i,16,10,722,0.4%,4%,13,1.2,6.4
COC(=O)[C@@]1(Cc2ccc(OC)cc2)[C@H]2c3cc(C(=O)N(C)C)n(CCSCCO)c3C[C@H]2CN1C(=O)c1ccccc1,0.79,-0.29,0.68,0.64,0.6,826,3.9,441,i,40,i,3,-13,734,-2.7%,4%,6.8,1.9,7.7
CC(Oc1ccc(Br)cc1)C(=O)Nc1ccncc1 (stereo unspecified),1.7,-0.018,1.5,-0.92,-0.29,1551,-4.4,1078,i,54,i,16,9,676,0.4%,-1%,3.6,1.5,11
CC(=O)c1ccc(N2CCN(C(=O)c3ccc4c(Cl)c5c(nc4c3)CCCC5)CC2)cc1,-3.6*,0.48*,-1.8*,0.52*,-0.53,1386,-1.7,1169,/,/,i,2,5,717,0.8%,-10%,4.9,1.8,11
CCC(C(=O)OCC(=O)c1ccc2c(c1)NC(=O)CO2)c1ccccc1 (stereo unspecified),0.48,-0.3,0.65,-0.98,-1.3,1215,-5.2,1068,i,47,i,2,-6,672,-0.3%,4%,5.5,3.2,4.3
OC[C@H]1O[C@@H](n2cnc3c(Nc4ccccc4)ncnc32)[C@H](O)[C@@H]1O,0.33,-0.28,0.6,0.28,/,/,/,/,i,31,i,-5,-5,723,-2.6%,5%&0%,2.6,2.1,8.7
COc1ccc(Nc2nnc(SCc3cc([N+](=O)[O-])cc4c3OCOC4)s2)cc1,0.065,-0.16,0.74,-0.3,/,/,2.2,1132,i,50,i,-3,50,782,-2.1%,-2%,1.8,1.8,2.9
CC1(C)CN(O)CCN1O,-0.41,-0.15,-0.37,-0.28,0.18,1449,0.0,1141,i,33,i,-6,-21,642,-0.2%,-6%,1.9,2.0,5.5
Cc1ccc(-n2c(C(C)C)nc3oc4ccccc4c(=O)c3c2=O)cc1,0.35,-0.2,0.63,-0.27,-1,943,-1.2,1307,i,18,/,/,0,683,/,-13%,/,/,/
COc1ccc(OCC(=O)Nc2ccccc2C(=O)NC(C)C)cc1,-0.12,-0.29,0.25,0.23,0.16,1351,0.2,1525,i,51,i,16,11,691,-0.2%,-5%,6.0,2.8,5.6
COC(=O)Cc1cc(=O)[nH]c(/N=C(\N)Nc2ccccc2)n1,-1.7,-0.28,-0.25,1.1,0.41,968,-3.2,1145,i,27,i,34,12,795,-1.5%,-3%,1.8,1.4,7.8
COCCN(CC(=O)NC1CCCCC1)C(=O)c1csnn1,-0.87,-0.0064,0.27,0.79,0.49,1447,0.4,1401,i,30,i,-13,/,/,-1.1%,6%,2.7,1.9,5.9
Cc1ccc(N=Cc2c(C)[nH]n(-c3nc4ccccc4[nH]3)c2=O)cc1,1.5,-0.18,0.89,-2,-0.06,1322,0.5,970,i,24,i,-3,-2,636,-8.6%,-7%,1.9,2.8,5.4
CCc1ccc(OCC(=O)NNC(=O)c2cc3ccccc3o2)cc1,-0.4,-0.27,0.19,0.49,0.84,1425,0.2,997,i,48,i,4,-12,684,-1.5%,-5%,3.2,1.3,6.9
O=C(O)c1cc(N/N=C/c2ccc(OCc3ccccc3)cc2)ccc1Cl,0.69,-0.35,0.51,-0.11,/,/,-1.8,996,i,36,i,-4,10,676,-2.2%,-3%,2.0,2.3,3.6
Cc1ccc(NC(=O)CN2CCN(c3ccccn3)CC2)c(Cl)c1,0.23,-0.25,0.48,-0.024,/,/,-3.6,1098,i,18,i,2,-2,763,-4.2%,2%,1.1,2.2,7.5

# A few values from the results shown:
# Dynein cargo inh cytoplasmic EGFP, COC(=O)Cc1cc(=O)[nH]c(/N=C(\N)Nc2ccccc2)n1 is entered as -0.28
# Lipid droplet, CCC(C(=O)OCC(=O)c1ccc2c(c1)NC(=O)CO2)c1ccccc1 (stereo unspecified) is entered as -6

# Screening data deposited in PubChem BioAssay by several laboratories.
